Source: PubChem BioAssay
PLK1 PBD inh: Plk1 polo box domain binding inhibitors, primary screen, biochemical, fluorescence polarization | Plk1 PBD phosphopeptide binding | 0.13% of 97,000 active | AID 693, 2007 | Serine/threonine-protein kinase PLK1 (Homo sapiens), P53350 | inhibition, %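 (tested at about 20 µM)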; in the data active = inhibition above about 34%, passing the limit was not always enough
Target sequence (P53350 whole entry, looked up, the tested form may be a part): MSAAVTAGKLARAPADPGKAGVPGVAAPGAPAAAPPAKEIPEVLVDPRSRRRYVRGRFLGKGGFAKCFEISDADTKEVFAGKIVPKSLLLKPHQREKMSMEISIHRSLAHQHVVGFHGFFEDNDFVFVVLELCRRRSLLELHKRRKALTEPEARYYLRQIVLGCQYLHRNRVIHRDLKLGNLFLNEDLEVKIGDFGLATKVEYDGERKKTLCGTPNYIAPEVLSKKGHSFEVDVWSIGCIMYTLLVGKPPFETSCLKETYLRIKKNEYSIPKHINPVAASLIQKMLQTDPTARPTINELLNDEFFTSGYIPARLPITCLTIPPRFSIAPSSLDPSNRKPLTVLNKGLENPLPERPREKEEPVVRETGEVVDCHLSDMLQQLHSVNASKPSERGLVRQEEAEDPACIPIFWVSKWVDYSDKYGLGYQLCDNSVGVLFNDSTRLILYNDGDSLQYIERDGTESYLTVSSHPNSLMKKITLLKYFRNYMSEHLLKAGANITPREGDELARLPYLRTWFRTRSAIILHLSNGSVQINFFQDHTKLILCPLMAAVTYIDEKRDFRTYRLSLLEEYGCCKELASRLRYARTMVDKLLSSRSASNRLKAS
PLK1 inh: human PLK1 kinase inhibitors, primary screen, biochemical, TR-FRET. Serine/threonine-protein kinase PLK1 (Homo sapiens), P53350. recombinant PLK1 kinase, TR-FRET peptide phosphorylation. inhibition, % at 10 µM. 0.53% of 97,000 active. AID 619, 2007;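 active = inhibition of 50% or more in the single-concentration screen; inactive = inhibition below 50%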;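 also: 0% = DMSO max control and 100% = H-89 dihydrochloride min control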
CYP2C9 inhib: blockers of cytochrome P450 2C9 activity – biochemical, luminescence, ADME assay, primary screen. AID 777, 2007. CYP2C9 Supersomes, luciferin-H conversion. inhibition, % at 5 µM. 20% of 96,000 active;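 active = blocking of liver enzyme CYP2C9 beyond about 50% at 5 µM, limit read from the data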; also: values of inactives mirror those of a sister screen read the other way
PTPN22 act: LYP phosphatase activators, primary screen, biochemical, DiFMUP fluorescence, 2 µM; recombinant LYP; 0 = plate median, 100 = signal doubled; activation, % at 2 µM; 0.11% of 96,000 active;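 active = activation at 2 µM above a set limit, the mean plus 5 SD, cut at about 37% in these data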
CYP2C9 act: human CYP2C9 activators, primary screen, biochemical, luminescence; activation factor at 5 µM; recombinant CYP2C9, luciferin-H conversion; stronger effect = higher value; factor 1 = untreated enzyme, 0 = blocked; Cytochrome P450 2C9 (Homo sapiens), P11712; 1.4% of 96,000 active;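 active = activation factor of 2 or more for CYP2C9 at a 5 µM dose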;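 also: 0 = sulfaphenazole-blocked wells and 1 = vehicle-only wells; values of inactives mirror those of a sister screen read the other way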
Rev-RRE block: HIV-1 Rev-RRE binding inhibitors, primary screen, biochemical, FRET, protein-RNA interaction | inhibition, % at 8 µM | Rev peptide-RRE RNA binding | 0.79% of 97,000 active;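 active = inhibition above the screen-wide mean plus 3 SD, cut at about 35% in these data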;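 also: 0% = median DMSO wells and 100% = median Neomycin B control wells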
Target sequence (P05866 whole entry, looked up): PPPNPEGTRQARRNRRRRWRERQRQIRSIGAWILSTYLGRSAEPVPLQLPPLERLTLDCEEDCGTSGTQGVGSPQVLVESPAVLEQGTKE
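Assay system: labelled RRE RNA duplex and labelled Rev peptide / Medium: HEPES pH 7.5 salt buffer with EDTA / Reagent: labelled Rev peptide / Schedule: 5 + 15 min at 25 °C / Signal: FRET, excitation 480 nm, emission 540 nm donor and 671 nm acceptor / Benchmarks: DMSO and neomycin B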
Candida biofilm: clotrimazole potentiators killing Candida biofilms, primary screen, with clotrimazole, Alamar Blue; C. albicans biofilm + clotrimazole; 0.14% of 85,000 active; AID 834, 2007; inhibition, % at 6 µM;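 active = inhibition above 20%; inactive = inhibition below 20%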;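 also: preformed 24 hr biofilms exposed to compound for 48 hr; 0% = biofilm without compound and 100% = blank killed by clotrimazole plus chlorhexidine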
PTPN22 inh 2: PTPN22 phosphatase inhibitors, primary screen, biochemical, DiFMUP fluorescence, 2 µM | Tyrosine-protein phosphatase non-receptor type 22 (Homo sapiens), Q9Y2R2 | recombinant LYP catalytic domain | inhibition, % at 2 µM | 0.21% of 96,000 active | AID 640, 2007;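 active = inhibition at 2 µM at or above a set limit, the screen mean plus 3 SD, cut at about 24% in these data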;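 also: 0% = DMSO with enzyme and 100% = enzyme fully blocked by orthovanadate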
EphB4 antag: EphB4-ephrin-B2 interaction antagonists, primary screen, biochemical, TNYL-RAW peptide probe, fluorescence polarization. 0.15% of 97,000 active. inhibition, % at 7 µM. EphB4 LBD / TNYL-RAW-Alexa532 peptide. Ephrin type-B receptor 4 (Homo sapiens), P54760;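 active = inhibition above the screen-wide mean inhibition plus 3 SD, cut at about 15% in these data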;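 also: 0% = DMSO wells and 100% = excess unlabeled TNYL-RAW peptide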
The depositor's hits bear a star.

Results for COc1ccc(/C=N/n2c(SC)nnc(C(C)(C)C)c2=O)c(OC)c1 ?
PLK1 PBD inh: -6; PLK1 inh: 2; CYP2C9 inhib: 0; PTPN22 act: -2; CYP2C9 act: 1; Rev-RRE block: 5; Candida biofilm: 0; PTPN22 inh 2: 2; EphB4 antag: 3

What do the screens show for `O=C(CNC(=O)c1ccc(Cl)cc1Cl)NCC(=O)Nc1ccccc1N1CCOCC1`?
PLK1 PBD inh: 28; PLK1 inh: -2; CYP2C9 inhib: 58*; PTPN22 act: -11; CYP2C9 act: 0.4; Rev-RRE block: 2; Candida biofilm: 0; PTPN22 inh 2: 11; EphB4 antag: -5

What do the screens show for `O=C(Nc1ccccc1)NC1(C(=O)N2CCN(C(=O)c3ccco3)CC2)CCCCC1`?
PLK1 PBD inh: 4; PLK1 inh: -10; CYP2C9 inhib: 47; PTPN22 act: 4; CYP2C9 act: 0.5; Rev-RRE block: -1; Candida biofilm: 9; PTPN22 inh 2: -3; EphB4 antag: -7

What do the screens show for `COc1ccccc1-c1cc(C(F)(F)F)nc(N2CCCCC2)n1`?
PLK1 PBD inh: 29; PLK1 inh: -7; CYP2C9 inhib: -6; PTPN22 act: 12; CYP2C9 act: 1.1; Rev-RRE block: 23; Candida biofilm: 8; PTPN22 inh 2: -11; EphB4 antag: -12

What do the screens show for `CCN(CC)CCCN1C(=O)C(=O)/C(=C(/O)c2ccc3c(c2)OCO3)C1c1ccccn1` (stereo not drawn)?
PLK1 PBD inh: 3; PLK1 inh: 4; PTPN22 act: -1; Rev-RRE block: 3; Candida biofilm: 9; PTPN22 inh 2: -3; EphB4 antag: 0

How did CC(C)CCSc1nc(N2CCOCC2)c2c(c1C#N)CC(C)(C)OC2 do in these assays?
PLK1 PBD inh: 15; PLK1 inh: -12; CYP2C9 inhib: 98*; PTPN22 act: -12; CYP2C9 act: 0; Rev-RRE block: 8; Candida biofilm: 10; PTPN22 inh 2: 11; EphB4 antag: 7

What do the screens show for `CCOC(=O)c1ccc(NC(=O)C2CCN(S(=O)(=O)c3ccccc3)CC2)cc1`?
PLK1 PBD inh: -25; PLK1 inh: 13; PTPN22 act: -2; Rev-RRE block: 14; PTPN22 inh 2: 0; EphB4 antag: 1

Results for CCCn1c(SCC(=O)c2ccc(CC)cc2)n[nH]c1=O ?
PLK1 PBD inh: -25; PLK1 inh: -3; CYP2C9 inhib: 11; PTPN22 act: -7; CYP2C9 act: 0.9; Rev-RRE block: 9; Candida biofilm: 1; PTPN22 inh 2: 9; EphB4 antag: 5

How did Cc1ccccc1NC(=O)CSc1nc(N)c(C#N)cc1C#N do in these assays?
PLK1 PBD inh: -6; PLK1 inh: 30; CYP2C9 inhib: 27; PTPN22 act: 2; CYP2C9 act: 0.7; Rev-RRE block: 14; Candida biofilm: -1; PTPN22 inh 2: 1; EphB4 antag: 3

What do the screens show for `COc1ccccc1N1CCN(C(=O)N2CCOCC2)CC1`?
PLK1 PBD inh: 0; PLK1 inh: -15; CYP2C9 inhib: -9; PTPN22 act: -3; CYP2C9 act: 1.1; Rev-RRE block: 0; Candida biofilm: 7; PTPN22 inh 2: 0; EphB4 antag: -3

What do the screens show for `Cc1sc(NC(=O)COc2cccc(-n3cnnn3)c2)c(C#N)c1C`?
PLK1 PBD inh: 26; PLK1 inh: -11; CYP2C9 inhib: 4; PTPN22 act: 1; CYP2C9 act: 1; Rev-RRE block: 2; Candida biofilm: 3; PTPN22 inh 2: -3; EphB4 antag: -4

How did COc1cc(OC)c(C2CC(=O)N3CN(c4ccccc4)CSC3=C2C#N)cc1OC (stereo not drawn) do in these assays?
PLK1 PBD inh: 30; PLK1 inh: -12; CYP2C9 inhib: 38; PTPN22 act: 2; CYP2C9 act: 0.6; Rev-RRE block: 2; Candida biofilm: 3; PTPN22 inh 2: -4; EphB4 antag: -6

Results for Cn1c(=O)[nH]c(=O)c2c1nc(N1CCOCC1)n2CC(O)COc1ccccc1 (stereo not drawn) ?
PLK1 PBD inh: 3; PLK1 inh: -8; CYP2C9 inhib: 75*; PTPN22 act: -7; CYP2C9 act: 0.2; Rev-RRE block: 5; Candida biofilm: 8; PTPN22 inh 2: 2; EphB4 antag: -1

How did CCOc1nc(NCCN2CCOCC2)nc(NC(C)C)n1 do in these assays?
PLK1 PBD inh: -4; PLK1 inh: -4; PTPN22 act: 1; Rev-RRE block: 1; Candida biofilm: 8; PTPN22 inh 2: -1; EphB4 antag: -2

Results for CN(C(=O)CSc1nc(C2CC2)nc2ccccc12)c1nc(-c2ccccc2)cs1 ?
PLK1 PBD inh: -10; PLK1 inh: -9; CYP2C9 inhib: 40; PTPN22 act: -3; CYP2C9 act: 0.6; Rev-RRE block: 9; PTPN22 inh 2: 1; EphB4 antag: 4

How did C=CCNC(=O)CN1CCC(O)(c2ccc(F)cc2)CC1 do in these assays?
PLK1 PBD inh: 3; PLK1 inh: 0; CYP2C9 inhib: -11; PTPN22 act: 2; CYP2C9 act: 1.1; Rev-RRE block: 3; PTPN22 inh 2: -3; EphB4 antag: -3

What do the screens show for `COc1ccc(CN2CCn3ncc(C(=O)Nc4cccc(C)c4)c3C2=O)cc1`?
PLK1 PBD inh: 4; PLK1 inh: -7; CYP2C9 inhib: 3; PTPN22 act: -6; CYP2C9 act: 1; Rev-RRE block: 3; Candida biofilm: 6; PTPN22 inh 2: 9; EphB4 antag: 5

What do the screens show for `CN(C)c1ccc(C=Nc2cnn(C)c2C(N)=O)cc1`?
PLK1 PBD inh: 1; PLK1 inh: -8; CYP2C9 inhib: -8; PTPN22 act: -3; CYP2C9 act: 1.1; Rev-RRE block: 5; Candida biofilm: 7; PTPN22 inh 2: -1; EphB4 antag: -1

What do the screens show for `O=C(Nc1ccccc1)c1cc2c(=O)c3ccccc3oc2nc1C(F)(F)F`?
PLK1 PBD inh: -9; PLK1 inh: -45; CYP2C9 inhib: -1; PTPN22 act: 0; CYP2C9 act: 1; Rev-RRE block: 10; PTPN22 inh 2: 4; EphB4 antag: 1

How did CCn1c(C(O)c2cccc(OC)c2OC)nc2ccccc21 (stereo not drawn) do in these assays?
PLK1 PBD inh: -11; PLK1 inh: 30; CYP2C9 inhib: 27; PTPN22 act: 22; CYP2C9 act: 0.7; Rev-RRE block: -2; Candida biofilm: 9; PTPN22 inh 2: -18; EphB4 antag: -7

What do the screens show for `CN(C)CCN(Cc1ccccc1)c1ccnc(N(C)C)c1C#N`?
PLK1 PBD inh: -12; PLK1 inh: -7; CYP2C9 inhib: 2; PTPN22 act: 1; CYP2C9 act: 1; Rev-RRE block: 5; Candida biofilm: 6; PTPN22 inh 2: -1; EphB4 antag: -7

How did CCOC(=O)CC(=O)Nc1ccc(C)cc1 do in these assays?
PLK1 PBD inh: 16; PLK1 inh: -4; CYP2C9 inhib: 13; PTPN22 act: 0; CYP2C9 act: 0.9; Rev-RRE block: 10; Candida biofilm: 7; PTPN22 inh 2: -3; EphB4 antag: -2

How did C=CCOc1ccc(/C=N/n2cncn2)cc1OC do in these assays?
PLK1 PBD inh: 21; PLK1 inh: -8; CYP2C9 inhib: 58*; PTPN22 act: -6; CYP2C9 act: 0.4; Rev-RRE block: 1; Candida biofilm: -2; PTPN22 inh 2: 4; EphB4 antag: 3

Results for Cn1c(SCC(=O)NCc2cccs2)nnc1-c1ccncc1 ?
PLK1 PBD inh: -5; PLK1 inh: -9; CYP2C9 inhib: 5; PTPN22 act: 9; CYP2C9 act: 1; Rev-RRE block: 2; Candida biofilm: 6; PTPN22 inh 2: -8; EphB4 antag: -7

By substructure: those above with fluorine.
What do the screens show for `COc1ccccc1-c1cc(C(F)(F)F)nc(N2CCCCC2)n1`?
PLK1 PBD inh: 29; PLK1 inh: -7; CYP2C9 inhib: -6; PTPN22 act: 12; CYP2C9 act: 1.1; Rev-RRE block: 23; Candida biofilm: 8; PTPN22 inh 2: -11; EphB4 antag: -12

How did C=CCNC(=O)CN1CCC(O)(c2ccc(F)cc2)CC1 do in these assays?
PLK1 PBD inh: 3; PLK1 inh: 0; CYP2C9 inhib: -11; PTPN22 act: 2; CYP2C9 act: 1.1; Rev-RRE block: 3; PTPN22 inh 2: -3; EphB4 antag: -3

What do the screens show for `O=C(Nc1ccccc1)c1cc2c(=O)c3ccccc3oc2nc1C(F)(F)F`?
PLK1 PBD inh: -9; PLK1 inh: -45; CYP2C9 inhib: -1; PTPN22 act: 0; CYP2C9 act: 1; Rev-RRE block: 10; PTPN22 inh 2: 4; EphB4 antag: 1

The results go on:
What do the screens show for `Cc1ccc(NC(=O)C(C)N2CCOCC2)c(C(=O)c2ccccc2)c1` (stereo not drawn)?
PLK1 PBD inh: 2; PLK1 inh: -3; CYP2C9 inhib: 10; PTPN22 act: 3; CYP2C9 act: 0.9; Rev-RRE block: 7; Candida biofilm: 6; PTPN22 inh 2: -5; EphB4 antag: 1

What do the screens show for `O=C(CN1C(=O)CSC1=O)Nc1ccc(F)c(F)c1F`?
PLK1 PBD inh: 27; PLK1 inh: -7; CYP2C9 inhib: 11; PTPN22 act: 6; CYP2C9 act: 0.9; Rev-RRE block: 4; Candida biofilm: 6; PTPN22 inh 2: -7; EphB4 antag: 4

What do the screens show for `Cc1ccc(C(=O)NCCN(C)C)cc1C`?
PLK1 PBD inh: -4; PLK1 inh: -7; CYP2C9 inhib: -2; PTPN22 act: -3; CYP2C9 act: 1; Rev-RRE block: 20; Candida biofilm: 7; PTPN22 inh 2: 4; EphB4 antag: -10

Results for CCOc1ccc(C(=O)N2CCN(Cc3ccccc3)CC2)cc1 ?
PLK1 PBD inh: -3; PLK1 inh: 1; CYP2C9 inhib: 4; PTPN22 act: 5; CYP2C9 act: 1; Rev-RRE block: 3; Candida biofilm: 5; PTPN22 inh 2: -7; EphB4 antag: 0

What do the screens show for `CCN1CCCC1CNC(=O)c1cc2c(-c3ccc(Cl)cc3)nn(C)c2s1` (stereo not drawn)?
PLK1 PBD inh: 3; PLK1 inh: -5; CYP2C9 inhib: 6; PTPN22 act: 2; CYP2C9 act: 0.9; Rev-RRE block: 3; Candida biofilm: 6; PTPN22 inh 2: -6; EphB4 antag: -8

Results for Cc1ccc2c(N)c(C#N)sc2n1 ?
PLK1 PBD inh: 5; PLK1 inh: -1; CYP2C9 inhib: 12; PTPN22 act: -1; CYP2C9 act: 0.9; Rev-RRE block: 12; Candida biofilm: 8; PTPN22 inh 2: 1; EphB4 antag: -1

How did COc1cc(C2C(C#N)=C(N)Oc3n[nH]c(-c4ccncc4)c32)cc(OC)c1OC (stereo not drawn) do in these assays?
PLK1 PBD inh: -9; PLK1 inh: 9; CYP2C9 inhib: 10; PTPN22 act: 3; CYP2C9 act: 0.9; Rev-RRE block: 3; Candida biofilm: 0; PTPN22 inh 2: -6; EphB4 antag: 2

How did O=C(CSc1ccccc1)NCc1ccco1 do in these assays?
PLK1 PBD inh: 18; PLK1 inh: 0; PTPN22 act: -8; Rev-RRE block: 1; Candida biofilm: 8; PTPN22 inh 2: 8; EphB4 antag: 1

Results for CCOC(=O)c1ccccc1N/C=C1\CCCC1=O ?
PLK1 PBD inh: 7; PLK1 inh: -9; CYP2C9 inhib: 40; PTPN22 act: 0; CYP2C9 act: 0.6; Rev-RRE block: 4; Candida biofilm: 5; PTPN22 inh 2: -3; EphB4 antag: -2
